Screens deposited in PubChem BioAssay by National Center for Advancing Translational Sciences (NCATS).
B2AR arrestin = beta2AR (human) beta-arrestin recruitment activity; beta-arrestin recruitment to beta2AR, cell-based reporter; P07550; hit rate 0.02% among 330,000; Potency, µM (highest dose often 46.1 µM), without a hit: at the highest dose activation, hits mostly activators;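 note: potency is the fitted concentration of half-maximal effect; 0% = DMSO controls and full agonism = EC100 isoproterenol or metaproterenol; nearly all actives have a fitted effect of over 65% in size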
Mito fusion act = mitochondrial division inhibition or fusion activation; S. cerevisiae fusion-defective mutant growth rescue, CellTiterGlo 48 h; Potency, µM (series often up to 46.1 µM), without a hit: top-dose growth rescue (activation), actives largely listed as activators; hit rate 0.23% among 320,000; AID 485298;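 note: potency is the fitted concentration of half-maximal effect; % of control where 0% means no effect; nearly all actives have a fitted effect of over 45% in size; temperature-sensitive fusion mutants such as fzo1-1 at 37 °C on non-fermentable ethanol glycerol medium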
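Compounds are tested for their ability to restore growth of mitochondrial fusion-defective yeast strains at non-permissive 37C in YPEG medium over 48 hours. Viability is quantified by luciferase luminescence.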
USP2a block = blocks human ubiquitin-specific protease USP2a; Potency, µM (series often up to 38.3 µM), without a hit: top-dose activity change, negative = inhibition, actives largely listed as inhibitors; hit rate 0.01% among 330,000; USP2 core, Ub-CHOP2 coupled fluorogenic reporter, 485/531; AID 463254;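 note: potency is the fitted concentration of half-maximal effect; plate controls were DMSO wells for no effect and full inhibition by NEM control for full effect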
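USP2 core (10nM final) preincubated 30min RT with compound in 20mM Tris-HCl pH 8.0, 2mM CaCl2, 2mM beta-mercaptoethanol, 0.05% CHAPS; 25nM Ub-CHOP2 plus 25nM reporter substrate added, fluorescence (Ex485/Em531) read after 60min.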
PTAP TSG101 blk = blocks PTAP/TSG101 interaction to inhibit HIV-1 budding | Q99816 | Fluorescence polarization, FITC-PTAP peptide / Tsg101 binding | Potency, µM (highest dose often 115 µM), inactives show at the top dose activity change, negative = inhibition, actives largely listed as inhibitors | 340,000 tested, under 10 active | AID 493005; active = well fitted inhibition curve with a large enough effect in the main read-out, with a control signal flat, not every such curve was filed as active; inconclusive = small, poorly fitted or top-dose-only effect, or effect the other way, or a change in a side signal; inactive = no such curve, though single readings can be large or run the other way; note: potency is the fitted concentration of half-maximal effect; % of control where 0% means no effect
Target sequence (Q99816 whole entry, looked up): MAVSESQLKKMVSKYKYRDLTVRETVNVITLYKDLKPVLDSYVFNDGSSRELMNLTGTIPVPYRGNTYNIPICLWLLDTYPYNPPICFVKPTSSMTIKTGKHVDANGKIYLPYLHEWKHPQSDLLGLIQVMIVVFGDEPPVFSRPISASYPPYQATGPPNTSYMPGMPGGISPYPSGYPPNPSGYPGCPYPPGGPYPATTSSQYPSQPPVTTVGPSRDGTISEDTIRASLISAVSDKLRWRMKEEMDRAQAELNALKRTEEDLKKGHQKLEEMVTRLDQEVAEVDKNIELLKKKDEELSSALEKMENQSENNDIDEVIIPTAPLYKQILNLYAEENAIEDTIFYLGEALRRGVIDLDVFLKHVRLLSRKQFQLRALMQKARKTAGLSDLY
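Fluorescence polarization binding of Tsg101 binding domain (10 uM final) to FITC-labeled PTAP peptide (50 nM final) in HEPES pH 7.5 buffer with NaCl, Tween 20, EDTA, TCEP. Compounds added before peptide; binding 20 min at RT.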
uPA surface inh = blocks generation of uPA at the cell surface; cell surface uPA generation assay, qHTS; Potency, µM (doses to about 38.3 µM), inactives show at the top dose activity change, negative = inhibition, most hits filed as inhibitors; hit rate 0.31% among 330,000; active = well fitted inhibition curve with a large enough effect; inconclusive = small, poorly fitted or top-dose-only effect; inactive = no such curve, though single readings can be large or run the other way; tested in mouse RAW 264.7 cells; note: potency is the fitted concentration of half-maximal effect; % is set by controls: 0 for no effect and ±100 for the full control effect; nearly all actives have a fitted effect of over 55% in size
TCR activator = activators of T cell receptors; 330,000 tested, under 10 active; Potency, µM (series often up to 9.22 µM), for the others: at the top dose activation of IL-2 secretion, hits mostly activators; AID 504894; primary human leukocytes, anti-CD3, IL-2 HTRF, 48 h; note: % of control where 0% means no effect
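Primary human leukocytes were stimulated with a-CD3 beads plus compounds for 48 hr without co-stimulation; secreted IL-2 was quantified by HTRF using a-IL-2-K (europium cryptate) and a-IL-2-d2, excited at 320nm with acceptor emission read at 665nm.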
BCR signal inh = chronic active BCR signaling inhibition; ABC-DLBCL IkBa-CBG/CBR reporter, luminescence ratio, 4 h; Potency, µM (titrated, usually from 46.1 µM), without a hit: at the highest dose ratio change, negative = lower green/red ratio, most hits filed as inhibitors; hit rate 0.05% among 340,000; AID 493014; active = well fitted inhibition curve with a large enough effect in the signal ratio, with a control signal flat, not every such curve was filed as active; inconclusive = small, poorly fitted or top-dose-only effect, or effect the other way, or a change in a side signal; the % refers to the signal ratio;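 note: potency is the fitted concentration of half-maximal effect; plate controls were basal doxycycline-induced cells for no effect and cells given 10 µM MG132 for full effect; MG132 reads +100%, hits lower the ratio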
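TMD8 human ABC-DLBCL cells with doxycycline-inducible IκBα–green luciferase fusion and unfused red luciferase, in 0.5% FBS medium; compounds up to 46 uM, 4 h at 37C. Green/red luminescence ratio, filter-overlap corrected, fitted to concentration-response curves.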
Eya2 phos inh = Eya2 (human) phosphatase inhibition | hit rate 0.006% among 330,000 | Potency, µM (top dose mostly 76.9 µM), for inactives: at the top dose activity, negative = inhibition, most hits filed as inhibitors | AID 488837 | O00167 | recombinant Eya2, OMFP fluorescence dephosphorylation (OMFP is methylfluorescein phosphate); note: potency is the fitted concentration of half-maximal effect; % is set by controls: 0 for no effect and ±100 for the full control effect
Target sequence (O00167 whole entry, looked up): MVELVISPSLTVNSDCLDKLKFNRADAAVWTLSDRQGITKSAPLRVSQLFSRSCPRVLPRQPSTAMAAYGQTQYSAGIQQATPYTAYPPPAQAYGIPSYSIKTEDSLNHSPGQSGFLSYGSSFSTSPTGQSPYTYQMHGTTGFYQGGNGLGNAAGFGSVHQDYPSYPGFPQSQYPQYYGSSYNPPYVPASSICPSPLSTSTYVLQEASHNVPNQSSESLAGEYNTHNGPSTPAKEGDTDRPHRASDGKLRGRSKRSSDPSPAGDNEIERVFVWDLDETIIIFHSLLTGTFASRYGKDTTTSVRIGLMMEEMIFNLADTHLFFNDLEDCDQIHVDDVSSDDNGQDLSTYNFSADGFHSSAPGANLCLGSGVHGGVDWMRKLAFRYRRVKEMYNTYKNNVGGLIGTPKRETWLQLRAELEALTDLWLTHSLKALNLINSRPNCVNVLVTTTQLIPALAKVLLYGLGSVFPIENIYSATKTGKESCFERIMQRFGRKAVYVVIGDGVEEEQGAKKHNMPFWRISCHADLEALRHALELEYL
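Eya2 protein (added as 0.2 uM solution) was preincubated with compound for 10 min at ambient temperature in 50 mM HEPES pH 7.5, 50 mM NaCl, 5 uM MgCl2, 0.05% BSA, 1 mM DTT. OMFP (added at 50 uM) then reacted 10 min; fluorescence read at 485/525 nm.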
ELG1 DNA repair = blocks ELG1-dependent DNA repair in HEK293T cells. HEK293T ELG1-luciferase reporter, luminescence, 16 h; DNA damage induced by 5-fluorouridine. Potency, µM (highest dose often 46.1 µM), for inactives: at the top dose activity change, negative = inhibition, most hits filed as inhibitors. hit rate 2.3% among 330,000. AID 504467; note: potency is the fitted concentration of half-maximal effect; % is set by controls: 0 for no effect and ±100 for the full control effect; nearly all actives have a fitted effect of over 55% in size
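5-Fluorouridine DNA damage + compound/DMSO, 2,000 cells/well, 16 h, 37 °C/5% CO2. ONE-Glo, 30 min RT, luminescence. Readout = decrease in reporter signal.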
TSHR antag = antagonists of human thyroid stimulating hormone receptor. TSHR-expressing cells, TSH-stimulated cAMP HTRF, 2 h; hits give low values. activity change, negative = inhibition, % at 11.5 µM. hit rate 0.2% among 330,000. P16473;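 active = activity change below a set negative limit, meaning inhibition stronger than a set level, cut at about -70% in these data; inconclusive = activity change between two set negative limits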; note: % is set by controls: 0 for no effect and ±100 for the full control effect
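Cell-based HTRF cAMP assay; TSHR cells + compound, TSH EC80 (4nM final), 2 h, 37 deg C. Lysis with anti-cAMP cryptate and cAMP-d2, 30 min RT, read 665/620 nm.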
Tb PFK inh = blocks T. brucei phosphofructokinase; T. brucei PFK, ADP-Glo luminescence; AID 485367; Potency, µM (series often up to 57.5 µM), inactives show at the highest dose activity, negative = inhibition, hits mostly inhibitors; hit rate 0.17% among 330,000; O15648;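 note: potency is the fitted concentration of half-maximal effect; 0% = uninhibited 1x PFK enzyme wells and -100% = no-enzyme wells; nearly all actives have a fitted effect of over 60% in size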
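Luminescent ADP detection (ADP-Glo, two-step: ATP depletion then ADP-to-ATP conversion for luciferase) reported PFK activity after 45 min room-temperature reaction of 1.25 nM enzyme with 0.5 mM F6P and 0.1 mM ATP at pH 8.0.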
Numbers without * were called inactive; ? = inconclusive; . = no result given; [ ] = another dose, or the depositor's remark. Unless noted, calls come from the whole dose curve; as a rule, active = well fitted curve in the direction sought with a large enough effect; inconclusive = small, poorly fitted or top-dose-only effect, or another doubt; inactive = no such curve, though single readings can be large; an effect the other way counts as inactive or inconclusive. No enrichment for hits; any-hit rate near 3%.

Every second line gives: B2AR arrestin	Mito fusion act	USP2a block	PTAP TSG101 blk	uPA surface inh	TCR activator	BCR signal inh	Eya2 phos inh	ELG1 DNA repair	TSHR antag	Tb PFK inh
CCC(=O)N1CCc2cc(Br)cc(S(=O)(=O)C3(C(=O)OC)CC3)c21
→ 0.0%	6%	1%	0%	5%	-1%	?	-19%	4%	13	0%
CC1(C)Cc2c(cnn2-c2ccc(F)cc2)C(NC(=O)CN2CCCCC2=O)C1 (configuration not stated)
→ -0.9%	-1%	2%	0%	8%	7%	?	4%	5%	-33	-2%
O=C(Nn1c(C2CCC2)nc2ccccc2c1=O)C1CCC1
→ -1.0%	5%	-2%	0%	.	-7%	3%	1%	2%	15	2%
CC(=O)N1CCc2cc(S(=O)(=O)CCC(=O)N3CCN(c4ccccn4)CC3)ccc21
→ -0.6%	-5%	2%	1%	4%	-3%[46.1 µM]	-2%	-1%	-2%	15	2%
O=C(CC(=O)Nc1ccc(Br)cc1)Nc1ccc(Br)cc1
→ 0.1%	-2%	-3%	-7%	7%	0%	-1%	2%	5%	-10	-1%
CNC(=O)c1cc2c(s1)-c1ccccc1CC2
→ 0.0%	2%	2%	-5%	-14%	13%	?	-7%	?	-8	-3%
CC(C(=O)Nc1ccccc1C(F)(F)F)N1CCN(C)CC1 (configuration not stated)
→ -0.9%	2%	-1%	-7%	3%	-4%	0%	11%	?	9	2%
O=C(COC(=O)c1ccco1)NC(c1ccccc1)c1ccccc1
→ -0.3%	-3%	-4%	-2%	-3%	-3%	-14%	10%	28%	-4	1%
N/C(=N\OC(=O)c1ccc(F)cc1)c1cccc([N+](=O)[O-])c1
→ 0.0%	1%	-1%	-4%	12%	.	?	11%	?	-4	1%
COCCCNC(=S)N(Cc1ccccc1)Cc1ccccc1
→ 0.0%	-7%	2%	-1%	1%	3%[46.1 µM]	4%	-15%	-7%	-5	0%
COc1ccc(CCC(=O)NNC(=O)c2ccc(OC)cc2)cc1
→ 0.0%	-9%	0%	-1%	5%	-1%	-6%	16%	12%	-8	2%
COc1ccc(Nc2nc(N)nc(COc3ccc(OC)cc3)n2)cc1
→ -0.2%	-1%	4%	-1%	-4%	0%	-24%	8%	?	-5	-2%
O=C(COC(=O)c1ccc[nH]c1=O)Nc1cc(S(=O)(=O)N2CCCCCC2)ccc1Cl
→ -0.2%	-7%	-4%	-3%	15%	-1%	0%	3%	3%	-3	0%
COc1ccc(NC(=O)CCCc2c[nH]c3ccccc23)cc1OC
→ -1.1%	1%	3%	0%	4%	0%[46.1 µM]	-9%	1%	4%	-3	2%
CC(=O)Nc1nnc(SCc2ccc(C(=O)Nc3ccccc3F)cc2)s1
→ 0.1%	-13%	2%	-1%	4%	2%	?	-7%	13%	-7	0%
Cc1ccc(NC(=S)N2CCC(NC(=O)c3ccc(F)cc3)CC2)cc1C
→ -0.2%	-11%	1%	-8%	-19%	5%	1%	5%	-27%	1	2%
Cc1cccc(N2CCN(C(=O)c3nn(C)c4c3CS(=O)(=O)c3ccccc3-4)CC2)c1C
→ 0.3%	2%	4%	1%	11%	-9%	1%	-16%	-12%	-14	2%
Cc1ccc2nc(-c3ccc(-c4ccccn4)s3)cn2c1
→ -0.3%	-7%	3%	-2%	-8%	2%	?	-10%	?	-6	2%
O=C(COC(=O)CN=C1NS(=O)(=O)c2ccccc21)Nc1ccccc1OC(F)F
→ 0.2%	-6%	0%	1%	0%	.	-1%	7%	-3%	1	-1%
Cc1nc(SCc2nc3ccc(C(F)(F)F)cc3[nH]2)c2oc3ccccc3c2n1
→ 0.0%	.	0%	1%	-1%	-1%	?	-17%	0%	-16	-1%
COc1cc(C(=O)NCc2ccco2)cc(OC)c1OC
→ 0.0%	0%	1%	-3%	-1%	2%	6%	0%	26%	3	0%
C/C(CCC(C)C)=N\NC(=O)COc1ccccc1-c1ccccc1
→ 0.1%	4%	0%	-5%	-11%	-5%	?	-5%	22%	20	-4%
Cc1ccc(Cl)cc1N1CCN(C(=O)CNC(=O)c2ccc(Br)o2)CC1
→ 0.4%	16µM*	-8%	-17%	-1%	-5%	?	0%	?	5	0%
CC(C)(C)OC(=O)C[C@H]1C/C=C\C[C@@H](CC(=O)NCCO)C(=O)NC[C@H](c2ccccc2)OC1=O
→ -0.2%	.	2%	-4%	12%	2%	0%	-4%	3%	9	-6%
CCOC(=O)N1CCC(NS(=O)(=O)c2ccc(C)c(Cl)c2)CC1
→ 0.8%	7%	2%	-4%	-1%	0%	11%	-2%	16µM*	-6	-6%
CCOC(=O)c1c(NC(=O)COc2ccc3ccc(=O)oc3c2)sc(C(=O)N(C)C)c1C
→ -0.9%	-1%	0%	0%	4%	6%	1%	0%	-19%	12	-7%
C[C@H](NC(=O)c1ccc(Cl)cc1)C(=O)NCCc1ccc(S(N)(=O)=O)cc1
→ 0.0%	8%	1%	5%	0%	1%	2%	2%	4%	-7	-8%
Cc1c(C(=O)O)cccc1-n1c(C)cc(/C=C(/C#N)C(=O)NCc2ccccc2)c1C
→ -0.4%	4%	3%	0%	6%	2%	?	-6%	-4%	-4	-30%
O=C(NCCc1ccc(Cl)cc1)C1CCN(S(=O)(=O)N2CCCCC2)CC1
→ 0.0%	0%	1%	-8%	.	.	4%	-1%	-7%	-1	2%
CCC(=O)NCCNc1nc2cc(C)c(C)cc2cc1C#N
→ 0.3%	-1%	-11%	-9%	-4%	-4%	1%	-7%	4%	-1	-4%
C=C(C)CNC(=S)N1CCNC(=O)C1CC(=O)OC (configuration not stated)
→ 0.5%	-4%	0%	-4%	3%	-2%[46.1 µM]	0%	-4%	-3%	8	1%
Cc1ccc(NC(=O)c2cnccn2)cc1
→ 0.0%	4%	2%	-3%	8%	-1%	?	-1%	?	7	-2%
O=C(Cc1ccc(Br)cc1)Nc1ccc(Cl)cc1
→ -0.3%	13%	-2%	-1%	2%	-5%	?	-15%	-2%	-34	-13%
Cc1ccc(-n2c(=O)c(C#N)cc3c(=O)n4cccc(C)c4nc32)cc1
→ -0.3%	-5%	-6%	0%	-1%	0%	?	4%	?	26	0%
CCc1c(C)nc(SCC(=O)N2CCN(c3ccccc3OC)CC2)[nH]c1=O
→ 0.4%	0%	2%	-7%	-1%	11%	4%	14%	?	7	1%

Another view of some results above.
smiles	B2AR arrestin	Mito fusion act	USP2a block	PTAP TSG101 blk	uPA surface inh	TCR activator	BCR signal inh	Eya2 phos inh	ELG1 DNA repair	TSHR antag	Tb PFK inh
Cc1ccc(NC(=O)c2cnccn2)cc1	0.0%	4%	2%	-3%	8%	-1%	?	-1%	?	7	-2%
O=C(Cc1ccc(Br)cc1)Nc1ccc(Cl)cc1	-0.3%	13%	-2%	-1%	2%	-5%	?	-15%	-2%	-34	-13%
Cc1ccc(-n2c(=O)c(C#N)cc3c(=O)n4cccc(C)c4nc32)cc1	-0.3%	-5%	-6%	0%	-1%	0%	?	4%	?	26	0%
